# MRP-1 activ – activates MRP-1. AID 799. 140,000 compounds, 0.61% hits. viability increase, % at 10 µM. H69AR cells + doxorubicin, viability rescue, CellTiter-Glo;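 active = viability gain under doxorubicin at or above a set limit, the compound median plus 3 SD, cut at about 4.7% in these data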;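 also: MRP-1 overexpressing cells given doxorubicin 25 µM after compound pretreatment; 18-22 h compound pretreatment then 72 h with doxorubicin before readout; 0% = doxorubicin-only wells and 100% = vehicle-treated cells without doxorubicin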
# Phagocytosis inh – blocks phagocytosis by macrophages. J774A.1 macrophage IgG-bead phagocytosis, imaging. inhibition, % at 5 µM. 110,000 compounds, 0.07% hits;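 active = inhibition above the mean of the plate negative controls plus 5 SD, cut at about 13% in these data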;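 also: phagocytic index as fraction of beads internalized from green versus red external bead signal; plate controls were DMSO negative control for no effect and cytochalasin-D positive control for full effect; some results beyond the cut were filed as inactive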
# NPY-Y2 antag – antagonists of human neuropeptide Y receptor Y2 | P49146 | NPY-Y2 expressing cells, antagonist mode | inhibition, % at 2.7 µM | 140,000 compounds, 0.99% hits; in the data active = inhibition above about 17%;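 also: 0% = vehicle with agonist challenge and 100% = reference antagonist with challenge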
# Target sequence (P49146 whole entry, looked up): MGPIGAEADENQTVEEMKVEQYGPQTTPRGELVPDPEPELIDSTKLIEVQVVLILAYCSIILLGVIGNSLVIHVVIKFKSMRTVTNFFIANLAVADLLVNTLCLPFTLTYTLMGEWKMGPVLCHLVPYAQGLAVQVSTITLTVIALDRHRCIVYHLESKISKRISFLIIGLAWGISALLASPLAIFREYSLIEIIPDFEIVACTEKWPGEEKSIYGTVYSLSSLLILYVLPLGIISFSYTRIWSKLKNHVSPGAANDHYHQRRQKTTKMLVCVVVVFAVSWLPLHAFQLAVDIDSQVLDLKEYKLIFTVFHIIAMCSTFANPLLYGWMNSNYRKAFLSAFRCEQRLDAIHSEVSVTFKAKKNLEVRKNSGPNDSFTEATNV
# Yeast life ext – extends the lifespan of yeast; S. cerevisiae growth with nicotinamide, OD615; deaD strain in restrictive glucose medium; inhibition of the nicotinamide effect, % at 10 µM; 130,000 compounds, 0.68% hits; AID 775;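 active = inhibition above a set limit, placed 3 SD over the median of all compounds, cut at about 26% in these data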;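 also: 0% = nicotinamide-treated wells and 100% = cells grown without nicotinamide; some compounds called inactive have numbers as strong as hits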
#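 assay system = DeaD-strain S. cerevisiae | buffer or medium = restrictive glucose medium | reagent = 1.5 mM nicotinamide | compound = 10 µM single point, 0.25% DMSO | incubation = 48 h compound exposure at 30 °C, humidified | signal = OD615 measurement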
# Measles CPE – protection of cells from measles virus | Measles virus-infected cells, CPE protection, absorbance | protection (pct of control), % at 4 µM | 140,000 compounds, 1.5% hits; in the data active = protection mostly above about 24%, no sharp cut-off; inactive = mostly below about 26%; also: some compounds called inactive have numbers as strong as hits
# E-sel TNF inh – TNF alpha driven E-selectin expression inhibition. 120,000 compounds, 0.71% hits. inhibition, % at 2 µM. HUVEC TNFa-induced E-selectin immunofluorescence, high content;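 active = inhibition above the batch mean plus 3 SD, and confirmed as a hit on visual image review, cut at about 43% in these data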;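 also: 0% = TNF-stimulated DMSO wells and 100% = unstimulated control wells; not every result past the cut was called active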
# GALR2 antag – antagonists of human galanin receptor 2 (GALR2); GALR2-expressing cells, antagonist mode; O43603; inhibition, % at 4 µM; 140,000 compounds, 0.39% hits; in the data active = inhibition above about 27%;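 also: cells stimulated with galanin 1-16 at roughly its EC80; 0% = agonist challenge control and 100% = basal control without agonist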
# Target sequence (O43603 whole entry, looked up): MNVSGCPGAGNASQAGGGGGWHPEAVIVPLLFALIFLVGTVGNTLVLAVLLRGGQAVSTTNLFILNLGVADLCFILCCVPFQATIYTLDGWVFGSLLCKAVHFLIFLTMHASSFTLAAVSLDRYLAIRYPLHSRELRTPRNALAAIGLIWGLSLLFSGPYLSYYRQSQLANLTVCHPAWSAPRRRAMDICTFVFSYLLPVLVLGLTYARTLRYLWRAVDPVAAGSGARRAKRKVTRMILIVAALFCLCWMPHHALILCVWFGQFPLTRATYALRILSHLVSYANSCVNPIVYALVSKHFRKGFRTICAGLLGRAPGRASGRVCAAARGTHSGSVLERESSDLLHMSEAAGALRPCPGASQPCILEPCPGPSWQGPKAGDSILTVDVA
# bCat KO growth – beta-catenin-lacking colon tumor cell growth suppression. AID 818. HCT116 beta-catenin knockout viability, CellTiter-Glo, 60 h; active compounds read low. viability, % at 10 µM. 140,000 compounds, 1.5% hits;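 active = viability at or under a set limit, the compound median less 4 SD, cut at about 6% in these data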;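 also: 0% = Hyamine 1622 control at 20 µM and 100% = untreated cell control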
# HCT116 PTEN-null – PTEN-deleted cell growth suppression; HCT116 PTEN-null viability, CellTiter-Glo, 60 h; active compounds read low; viability, % at 10 µM; 140,000 compounds, 1.2% hits;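 active = viability at or below a set limit, 4 SD under the median of all tested compounds, cut at about 3.7% in these data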;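 also: PTEN knockout HCT116 line with beta catenin targeted HCT116 as companion control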
# Yeast growth inh – chemicals that inhibit yeast BB579 growth in restrictive medium (lifespan-shortening candidates) | 140,000 compounds, 0.51% hits | inhibition, % at 10 µM | S. cerevisiae BB579 growth, OD615, 48 h;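 active = inhibition above a set limit, 3 SD over the mean compound inhibition, cut at about 44% in these data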; also: inactives centre near -24
#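 Test system: Saccharomyces cerevisiae DeaD strain BB579, replicative lifespan model yeast | Buffer or medium: Restrictive CSMM-D medium | Doses: One dose, 10 µM compound with 0.25% DMSO | Incubation: 48 h exposure, 30 °C | Detection: Culture absorbance at 615 nm | Control set: Amphotericin B at 10 µg/mL as positive control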
# * = called active by the depositor; x = no result given.
canonical_smiles	MRP-1 activ	Phagocytosis inh	NPY-Y2 antag	Yeast life ext	Measles CPE	E-sel TNF inh	GALR2 antag	bCat KO growth	HCT116 PTEN-null	Yeast growth inh
COc1cccc(C(=O)N(C)c2nnc(-c3ccncc3)s2)c1	-2.6	x	1.9	-25.2	32.0	-0.2	9.4	96.7	96.5	-19.3
COc1ccc2c(c1)CCC/C2=N\NC(=O)c1ccoc1C	-0.6	-9.1	0.6	-4.7	24.6	x	6.3	91.0	94.0	-47.8
CSCCC(C(=O)NCc1cccs1)N1C(=O)c2ccccc2C1=O (stereo not given)	-1.3	-0.7	1.0	-24.0	4.1	25.6	-1.2	105.4	97.1	-7.9
CCc1ccc(Oc2cc(Cl)nc(N)n2)cc1	-1.9	-8.9	-0.4	1.1	7.4	x	-2.9	92.2	85.4	-30.3
Cn1nc(-c2ccc(Cl)cc2)nc2c(=O)n(C)c(=O)nc1-2	-2.7	x	13.9	-38.8	4.3	7.7	93.9*	79.5	86.1	99.8*
Nc1nonc1-c1nc2ccccc2n1Cc1ccc(Cl)cc1	-0.7	-0.4	27.8*	-7.3	16.6	x	12.8	96.1	91.7	-37.9
Cc1nn(-c2nc3ccccc3[nH]2)c(N)c1-c1ccccc1	-1.1	x	1.8	x	8.8	-13.7	17.3	13.2	7.3	-22.4
O=c1c2ccccc2nc(CSc2nnnn2-c2ccccc2)n1-c1cccc(C(F)(F)F)c1	-0.6	x	-2.2	-2.1	15.0	3.0	3.9	67.6	63.4	-42.5
CC1C(C#N)=C(N)OC2=C1C(=O)CC(C)(C)C2 (stereo not given)	-0.1	0.5	-1.0	1.8	7.7	41.8	6.3	95.3	94.2	-32.2
CCOC(=O)c1ccc(N2C(=O)c3n[nH]c(C)c3C2c2ccccc2)cc1 (stereo not given)	0.3	-0.5	6.3	-5.1	17.2	x	-1.6	88.3	113.0	-40.7
CN(C)C(=O)CN1C(=O)C2CCCCN2C(=O)c2ccccc21 (stereo not given)	-0.6	-0.8	7.4	-20.8	31.9	-4.0	-8.9	100.3	94.8	-37.0
COC(=O)c1ccccc1NC(=O)N1c2ccccc2CC1C (stereo not given)	-1.8	5.9	9.1	-11.5	4.2	-17.5	10.7	88.0	82.8	-14.4
CCOC(=O)c1cc(-c2ccc(OC(F)F)cc2)nc2nc(SC)[nH]c(=O)c12	-1.6	-4.6	-0.8	-1.7	5.0	-3.4	2.7	92.2	87.6	-23.9
CCOC(=O)c1c(C)[nH]c(C)c1C(=O)CN1C(=O)NC2(CCC(C)CC2)C1=O (stereo not given)	-2.8	x	0.1	-6.6	4.6	-8.3	-6.4	83.4	85.7	-19.2
Cc1ccc(C(=O)NCCSCc2ccccc2)cc1[N+](=O)[O-]	-1.6	-6.9	4.3	-7.0	25.1	x	5.8	92.8	103.3	5.1
COc1ccccc1C(=O)NCC(=O)OC(C)C(=O)NC(=O)NC1CCCCC1 (stereo not given)	0.5	3.0	3.1	-8.3	11.3	31.2	-12.2	98.7	100.1	-28.0
N#CC1=C(N)Oc2cc(O)ccc2C1C1CCCCC1 (stereo not given)	-3.1	2.5	-0.3	-2.6	10.7	x	5.1	29.8	26.0	-0.4
COc1ccc(/C=C(\C#N)C(=O)Nc2cc(S(=O)(=O)N3CCCCC3)ccc2N2CCCCC2)cc1	3.0	1.7	0.0	2.9	18.1	x	5.0	81.8	88.5	-36.0
Cc1cc(NS(=O)(=O)c2ccc(NC(=O)Nc3cccc(Cl)c3)cc2)no1	-0.1	0.9	0.0	-4.1	9.7	x	4.2	92.2	86.0	-36.1
CN1CCN(C(=O)c2cc3c(n(-c4ccccc4)c2=O)CC(C)(C)CC3=O)CC1	0.4	0.9	0.3	4.8	6.3	-1.4	-0.8	95.2	102.3	-8.2
C=C1C(C(=O)N2CCOCC2)C1C(=O)N1CCOCC1 (stereo not given)	-1.8	-0.1	0.4	-19.9	4.5	x	-4.1	91.2	99.5	-23.2
COC(=O)/C=C1\N/C(=N\c2nc(C)cc(C)n2)N(c2ccc(C)c(C)c2)C1=O	-4.8	x	-0.8	3.1	6.9	x	16.2	57.2	66.5	-12.2
COc1ccc(C(=O)Nc2ccccc2-c2nnn(CC(=O)Nc3ccc4c(c3)OCCO4)n2)cc1	-5.6	-0.5	0.4	-7.2	6.8	-13.5	2.6	48.5	60.3	-28.7
O=C(COC(=O)c1ccc(CO)cc1)NCc1cccs1	-0.9	-0.8	0.8	4.2	6.4	x	6.4	91.0	103.7	0.4
O=S(=O)(NC1=NCCCCC1)c1cccs1	-2.7	0.4	2.0	-26.4	14.1	-22.9	13.4	102.4	95.4	-1.8
COc1ccc(C(=O)Nc2ccccc2C(=O)NC(Cc2ccc(O)cc2)C(=O)NNC(=O)c2ccc(C)cc2)cc1 (stereo not given)	-1.8	x	0.0	-3.2	5.2	-9.9	15.3	85.0	91.2	-31.2
CCOCC(=O)Nc1nc2ccccc2s1	-5.6	x	-2.9	x	15.4	32.4	-6.1	93.6	99.6	4.0
O=C(N=Nc1c(O)[nH]c2ccc(Br)cc12)c1cc(-c2cccc3ccccc23)n[nH]1	2.1	-5.6	0.6	3.9	4.5	x	-4.7	69.9	52.0	-46.1
Cc1ccc(S(=O)(=O)N2CCOCC2)cc1NC(=O)CSc1cccc[n+]1[O-]	2.1	-8.7	3.7	3.3	14.9	8.2	-0.4	98.2	93.7	-18.3
COc1ccc(S(=O)(=O)NCc2ccc(C(=O)N3CCc4ccccc4C3)cc2)cc1	-3.5	-7.6	4.8	-0.5	6.3	x	-2.8	86.2	82.6	-24.2
O=C(Nc1ccc(Cl)cc1C(=O)N1CCOCC1)c1cccc([N+](=O)[O-])c1	-2.0	-2.1	3.3	9.3	18.6	x	7.0	94.7	103.2	14.2
O=C(/C=C/c1ccccc1)N1c2ccccc2Sc2ccc(C(F)(F)F)cc21	-2.0	-4.4	8.1	-1.4	4.8	7.4	-9.7	64.9	60.0	-24.2
Cc1ccc(-c2nnc(COc3cccc(-n4cnnn4)c3)o2)cc1	-1.1	-0.5	0.8	-16.0	3.9	12.4	-10.7	107.6	97.3	-27.6
COc1cc(C(O)P(=O)(OCC(C)C)OCC(C)C)cc(OC)c1OC (stereo not given)	-0.8	x	1.6	-9.6	5.7	53.2	4.0	100.8	95.0	-16.9
O=C(OCc1ccccc1)C1CCCN1C(=O)c1ccccc1[N+](=O)[O-] (stereo not given)	-3.9	-2.2	0.7	-4.1	2.4	-26.4	7.8	14.2	31.7	-54.7
CCOC(=O)C1=C(C)N=C2SC(CC)C(=O)N2C1c1cccc(F)c1 (stereo not given)	6.3*	-0.9	8.4	1.4	5.1	x	-7.2	90.3	96.8	1.6
CCc1c(C)nc2ncnn2c1Nc1ccc(C#N)c(Cl)c1	-2.4	2.0	1.6	-6.7	17.4	-3.0	-1.5	96.9	104.0	-16.5
COc1ccc2[nH]c3nc(SCC(=O)Nc4ccc5c(c4)OCO5)nnc3c2c1	-3.9	1.6	1.6	-18.0	2.9	x	-5.9	74.5	74.0	-4.0
COc1ccccc1-n1c(-c2cn(C)nc2C)n[nH]c1=S	-1.0	0.3	0.9	4.9	15.1	x	-6.6	95.2	96.6	-24.4
O=C(NCc1cccnc1)C1CCCN(S(=O)(=O)c2cccc3nsnc23)C1 (stereo not given)	-3.3	-3.8	3.9	4.4	21.6	-10.1	10.3	92.9	99.4	-62.9
CC[C@H](C)[C@H](NC(N)=O)C(=O)Nc1ccc(C)cc1	0.8	-7.5	0.7	-0.2	24.7	14.4	-3.4	92.6	93.5	-3.8
O=C(N/N=C1\CCCc2ccccc21)c1cccc([N+](=O)[O-])c1	0.1	0.8	2.7	-9.2	13.8	-13.2	2.8	78.8	74.8	-22.6
CCc1ccc(NC(=O)CNC(=O)c2cn(-c3ccccc3OC)c(=O)c3ccccc23)cc1	4.6	1.4	-0.7	-10.6	14.1	-23.5	-0.9	79.7	92.9	-49.8
Cc1ccnc(SCC(=O)N2CCN(c3ccccc3)CC2)n1	-0.5	x	-1.0	x	6.0	-9.0	9.3	97.9	92.6	-41.9
Cc1ccc(NC(=O)C2CCCN(S(=O)(=O)c3c(C)noc3/C=C/N(C)C)C2)cc1F (stereo not given)	-1.8	-1.8	1.5	2.3	3.6	3.7	1.6	82.5	78.5	-41.0
Cc1ccc(S(=O)(=O)NCc2nnc(SCC(=O)Nc3cccc(C)c3C)n2C)cc1	-1.5	-2.4	-0.7	-7.9	11.3	-13.6	-1.9	95.7	94.2	-20.3
O=C(/C=C/c1ccc(O)c(O)c1)c1ccc(S(=O)(=O)N2CCCCCC2)cc1	-4.1	-12.7	-3.5	1.2	5.8	x	5.6	8.9	8.5	-31.9
COc1ccccc1C1CC(c2ccc(C)cc2)Nc2ncnn21 (stereo not given)	0.3	-1.6	14.3	-15.6	x	17.0	-1.9	77.3	81.0	-24.2
O=C(NC(=O)c1ccc(Cl)c(Cl)c1)OC1CCS(=O)(=O)C1 (stereo not given)	-1.1	-0.7	7.4	0.0	19.6	-95.3	11.2	82.7	97.7	-32.5
O=C(NCCc1ccccc1)c1nc2ncccn2n1	-0.2	-0.3	1.0	-2.1	25.6	-0.3	-8.9	90.7	106.0	-45.4

# (next part)
canonical_smiles	MRP-1 activ	Phagocytosis inh	NPY-Y2 antag	Yeast life ext	Measles CPE	E-sel TNF inh	GALR2 antag	bCat KO growth	HCT116 PTEN-null	Yeast growth inh
COc1cccc(C(=O)OC2CCCN(C)C2)c1 (stereo not given)	-1.6	x	-1.1	16.9	3.4	-25.7	6.0	101.1	100.2	-25.1
OC(COCC1COc2ccccc2O1)CN1CCc2ccccc2C1 (stereo not given)	-4.4	x	8.3	-4.6	1.5	13.6	-0.3	87.3	75.5	-8.0
CN1CCN(c2nc(-c3ccccc3)cc(C(F)(F)F)n2)CC1	-1.7	x	7.8	2.0	12.0	-5.5	-0.5	98.9	94.0	-44.2
CCOC(=O)Nc1ccc2c(c1)ncn2C1CCCCC1	-1.6	-0.7	4.5	0.2	5.7	-38.2	8.3	100.7	102.7	-36.0
COC(=O)c1cccc(NC(=O)CN2CCOCC2)c1	-0.9	-0.9	-1.1	3.5	5.1	-12.9	4.4	99.2	99.2	-29.6
O=C(Nc1ccon1)c1cnc2sccn2c1=O	-1.9	-1.6	1.4	-28.9	8.6	x	-0.3	83.4	93.8	-30.2
COc1ccc2c(C)c(C(=O)NCC(C)O)oc2c1OC (stereo not given)	-0.5	x	11.5	0.0	15.3	x	-12.4	105.7	106.0	-13.1
Cc1noc(C)c1S(=O)(=O)N1CCC(Cc2ccccc2)CC1	-1.9	-2.1	6.4	-8.7	3.5	x	7.1	63.2	69.8	-7.7

# Source: PubChem (several laboratories)
